# Source: PubChem BioAssay (The Scripps Research Institute Molecular Screening Center)
# LYPLA2 inh: counter-screen for PME1 inhibitors: inhibitors of human LYPLA2; recombinant LYPLA2, FP-Rh probe fluorescence polarization; inhibition, % at 5.9 µM; hit rate 0.38% among 320,000; AID 2177;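 active means inhibition above the screen-wide mean plus 3 SD, limit set per campaign, cut at about 26% in these data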;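 further: 0% = LYPLA2 with DMSO and 100% = wells lacking LYPLA2 enzyme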
# GSTO1 counter: GSTO1 inhibition, counter-screen for RBBP9 inhibitors. recombinant GSTO1, activity-based probe fluorescence polarization. hit rate 1.1% among 300,000. inhibition, % at 5.96 µM. P78417;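 active means inhibition above the campaign mean inhibition plus 3 SD, cut at about 35% in these data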;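 further: 0% = GSTO1-1 with DMSO and 100% = wells lacking GSTO1-1 enzyme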
# PAFAH2 FP inh: PAFAH2 (human) inhibition. Q99487. recombinant PAFAH2, FP-rhodamine activity probe, fluorescence polarization. inhibition, % at 3.39 µM. hit rate 0.99% among 340,000. AID 492956;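 active means inhibition above the mean over all tested compounds plus 3 SD, cut at about 30% in these data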;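 further: inhibitors block probe labeling of enzyme so polarization drops; 0% = enzyme with DMSO and 100% = wells lacking PAFAH2 protein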
# PREPL inh: inhibitors of human prolyl oligopeptidase-like enzyme PREPL; hit rate 0.68% among 320,000; inhibition, % at 5.96 µM; recombinant PREPL, fluorescence polarization activity-based probe; AID 2751; in the data active means inhibition above about 43%;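 further: 0% = enzyme with DMSO and 100% = wells lacking enzyme; many of its hits are not listed in these tables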
# LYPLA1 counter: blocks human lysophospholipase 1, a PME1 counter-screen; inhibition, % at 5.9 µM; recombinant LYPLA1, FP-Rh probe fluorescence polarization; O75608; AID 2174; hit rate 0.16% among 320,000;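 active means inhibition above the mean of all tested compounds plus 3 SD, set per campaign, cut at about 14% in these data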;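 further: inhibitors block serine hydrolase probe labeling of LYPLA1 so polarization falls; 0% = enzyme with DMSO and 100% = wells lacking LYPLA1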
# PAFAH1B2 inh: inhibitors of human PAFAH1B2 | hit rate 1.2% among 340,000 | recombinant PAFAH1B2, FP-rhodamine activity probe, fluorescence polarization | inhibition, % at 3.39 µM | P68402;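 active means inhibition above the mean of all tested compounds plus 3 SD, cut at about 24% in these data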;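 further: 0% = enzyme with DMSO and 100% = wells lacking PAFAH1B2; many of its hits are not listed in these tables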
# Target sequence (P68402 whole entry, looked up): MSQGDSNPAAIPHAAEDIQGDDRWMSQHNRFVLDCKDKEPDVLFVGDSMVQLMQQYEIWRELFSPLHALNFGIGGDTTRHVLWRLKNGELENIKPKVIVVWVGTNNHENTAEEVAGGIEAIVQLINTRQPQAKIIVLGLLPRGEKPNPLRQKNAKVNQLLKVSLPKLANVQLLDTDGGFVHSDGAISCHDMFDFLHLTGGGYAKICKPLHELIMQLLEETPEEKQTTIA
# PAD4 inh: inhibitors of human PAD4; hit rate 0.41% among 330,000; recombinant PAD4, RCA probe fluorescence polarization; inhibition, % at 6.36 µM; AID 485272;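 active means percent inhibition above a cutoff equal to the mean of all tested compounds plus 3 SD, cut at about 15% in these data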;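 further: 0% = PAD4 with RCA probe and DMSO and 100% = probe without PAD4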
# pPAFAH inh: pPAFAH (human) enzyme inhibition; Q13093; recombinant pPAFAH, FP-rhodamine probe fluorescence polarization; inhibition, % at 3.39 µM; hit rate 1.5% among 330,000; AID 463082;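 active means inhibition above the mean inhibition across the screen plus 3 SD, cut at about 25% in these data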;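 further: inhibitors block binding of the rhodamine activity-based probe so polarization drops; 0% = enzyme with DMSO and 100% = wells lacking pPAFAH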
# Target sequence (Q13093 whole entry, looked up): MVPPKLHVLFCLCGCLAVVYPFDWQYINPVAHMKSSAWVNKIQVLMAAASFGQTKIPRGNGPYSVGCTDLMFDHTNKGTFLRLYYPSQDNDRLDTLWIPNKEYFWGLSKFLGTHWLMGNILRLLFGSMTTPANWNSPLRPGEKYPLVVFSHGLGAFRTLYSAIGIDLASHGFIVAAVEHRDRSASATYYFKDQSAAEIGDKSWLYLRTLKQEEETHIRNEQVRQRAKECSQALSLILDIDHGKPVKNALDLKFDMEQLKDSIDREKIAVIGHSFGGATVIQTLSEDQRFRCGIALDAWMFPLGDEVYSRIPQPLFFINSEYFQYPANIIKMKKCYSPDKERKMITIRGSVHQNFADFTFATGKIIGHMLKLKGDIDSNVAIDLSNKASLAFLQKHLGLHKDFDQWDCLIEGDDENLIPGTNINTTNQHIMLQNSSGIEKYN
# PAFAH1B3 inh: inhibitors of human PAFAH1B3; inhibition, % at 3.39 µM; recombinant PAFAH1B3, FP-rhodamine probe, fluorescence polarization; hit rate 0.28% among 340,000; AID 492972;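 active means inhibition above the screen-wide average of all tested compounds plus 3 SD, cut at about 25% in these data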;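 further: 0% = enzyme with DMSO only and 100% = wells lacking PAFAH1B3 protein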
# Target sequence (Q15102 whole entry, looked up): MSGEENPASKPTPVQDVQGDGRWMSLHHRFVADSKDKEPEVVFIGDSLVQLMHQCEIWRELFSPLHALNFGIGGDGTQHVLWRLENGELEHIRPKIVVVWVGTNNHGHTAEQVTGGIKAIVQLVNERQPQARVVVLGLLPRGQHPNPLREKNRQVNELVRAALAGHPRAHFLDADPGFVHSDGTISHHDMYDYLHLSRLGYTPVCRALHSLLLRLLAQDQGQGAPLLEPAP
# Numbers without * were called inactive; . = no result given; & = joins results of further samples.
SMILES,LYPLA2 inh,GSTO1 counter,PAFAH2 FP inh,PREPL inh,LYPLA1 counter,PAFAH1B2 inh,PAD4 inh,pPAFAH inh,PAFAH1B3 inh
Cc1ccc(C(=O)N2CCN(Cc3nc4sc5c(c4c(=O)[nH]3)CCCC5)CC2)cc1,4,4,-2,8,3,9,1,3,5
CC(c1nccs1)N(C)C(=O)c1ccc(OC2CCN(CCc3ccccc3)CC2)cc1 (centres undefined),5,2,-5,13,0,0,-1,3,-2
CCN(CC)CCNS(=O)(=O)c1ccc2c3c(cccc13)C(=O)N2,0,2,4,-36,-2,-2,-5,2,4
Cc1nc(SCC(=O)NC2CCCCC2)[nH]c(=O)c1C,4,0,6,-7,4,4,-3,-6,7
COc1cccc(OC)c1C(=O)N1CCN(C(=O)c2ccc(-c3ccccc3)cc2)CC1,-4,12,3,19,-2,-5,-4,15,-1
CC(C)[C@H]1COCCS(=O)(=O)N1Cc1cccc(Cl)c1,0,5,-4,-10,1,1,2,4,3
COc1ccc(N2CCN(C(=O)c3cc(=O)[nH]c4ccccc34)CC2)cc1,4,4,3,3,2,5,-3,3,2
Cc1cc(Br)c(NC(=O)COC(=O)CSc2nnc(-c3ccc(Cl)cc3)o2)c(Br)c1,1,3,1,3,1,0,2,3,10
CC1=C(C(=O)OCc2ccccc2)C(c2cccnc2)c2c(n(C)c(=O)n(C)c2=O)N1 (centres undefined),-6,-6,-4&-6,19,-1,2&4,0,2,4&-1
O=C(COC(=O)c1ccc([N+](=O)[O-])cc1)Nc1cccnc1Cl,-2,-3,-4,-2,-1,3,-10,0,3
Cc1ccc(NC(=O)C(=O)NCCCN2CCOCC2)c(C)c1,12,9,5,12,5,7,0,-3,2
COc1ccc(OC)c(C(c2nnnn2CC2CCCO2)N2CCN(C)CC2)c1 (centres undefined),8,7,0,25,4,2,-6,-1,2
Cc1cccc(OCc2nnc(SCC(=O)Nc3cccc(C(=O)N4CCOCC4)c3)n2C)c1C,-1,2,-2,32,-2,-1,0,-1,0
CN(C)c1nnc(-c2ccc(Cl)cc2)o1,3,-2,2,1,4,1,7,3,16
Cc1ccc(CNC(=O)c2ccc(Cn3cc(-c4ccc(C)cc4)nc3-c3ccncc3)cc2)cc1,-10,2,1,-10,-7,2,5,1,-7
CCOC(=O)c1c(NC(=O)C(=O)N/N=C/c2ccccc2OC)sc2c1CCCCC2,-6,6,-14,-8,2,-7,1,1,-8
Cc1nn(-c2ccccc2Cl)c(Cl)c1/C=C(\C#N)C(N)=O,8,1,-1,6,6,4,0,2,1
CCCCC1(C)NC(=O)N(CC(=O)N2CCc3ccccc32)C1=O (centres undefined),.,.,9,20,.,9,2,1,13
O=C(NC1CCCCCC1)c1cccnc1Sc1ccc(Cl)cc1,3,0,0,12,0,2,0,-3,1
COc1ccccc1CNC(=O)c1[nH]c(C)c(C(C)=O)c1C,-1,-6,-5,-8,-20,1,-3,-3,3
COCCNC(=O)CCC1CCN(Cc2ccc(-c3ccccc3)cc2)CC1,0,6,-7,42,-3,6,1,1,8
COCc1nnc(NC(=O)c2ccccc2Oc2ccccc2)s1,2,-4,-4,-42,0,-2,-4,7,9
Cc1ccc2[nH]c(=O)c3cc(C(=O)N(C)c4ccccc4C)sc3c2c1,-1,-8,-14,12,-2,-2,3,0,-10
C=CCSc1nsc(NC(=O)Nc2cccc(C(C)=O)c2)n1,-26,-30,-26,-4,-17,-1,-9,-3,12
O=C(CSc1nnc(-c2ccccc2O)n1Cc1ccccc1)NNC(=O)c1ccccc1O,-7,4,5,-4,-4,8,-4,-1,4
Cc1cn(C2OC(COC(=O)c3ccccc3)C(OC(=O)c3ccccc3)C2OC(=O)c2ccccc2)c(=O)[nH]c1=O (centres undefined),-9,-13,-13,-12,-5,0,-7,-2,-6
CCCCn1nc(NS(=O)(=O)c2cccc3nonc23)c2cc3cccc(C)c3nc21,7,-3,15,-1,-1,11,3,32*,12
Cc1ccc(-c2cc(C(=O)O)c3sc(N4CCCCC4)nc3n2)cc1,-57,-50,-4,-13,-25,11,-29,-1,2
CC(=O)c1ccc(NC(=S)Nc2ccc3[nH]c(=O)[nH]c3c2)cc1,3,-2,-1,-2,-3,5,-1,-2,3
Cc1cc(=O)n2[nH]c(NCc3ccccc3F)nc2n1,0,2,3,6,0,5,-1,2,3

# Quoted at random: two entries already listed, in no set order.
SMILES,LYPLA2 inh,GSTO1 counter,PAFAH2 FP inh,PREPL inh,LYPLA1 counter,PAFAH1B2 inh,PAD4 inh,pPAFAH inh,PAFAH1B3 inh
Cc1ccc2[nH]c(=O)c3cc(C(=O)N(C)c4ccccc4C)sc3c2c1,-1,-8,-14,12,-2,-2,3,0,-10
Cc1ccc(-c2cc(C(=O)O)c3sc(N4CCCCC4)nc3n2)cc1,-57,-50,-4,-13,-25,11,-29,-1,2

# More compounds:
SMILES,LYPLA2 inh,GSTO1 counter,PAFAH2 FP inh,PREPL inh,LYPLA1 counter,PAFAH1B2 inh,PAD4 inh,pPAFAH inh,PAFAH1B3 inh
CCOC(=O)C1CCN(C(=O)CCS(=O)(=O)Cc2ccccc2)CC1,-11,1,26,4,-2,4,0,7,-1
CCOc1ccccc1N1CCN(S(=O)(=O)c2ccc3c4c(cccc24)C(=O)N3)CC1,-6,-54,6,2,-9,-2,0,20,2
COc1cc(CNC(=O)CCC(=O)N2C[C@H]3C[C@H](C2)c2cccc(=O)n2C3)cc(OC)c1OC,3,-4,1,8,3,4,1,2,10
O=S(=O)(/N=C(/Nc1ccccn1)c1ccccc1)c1ccc(F)cc1,3,-2,13,2,1,11,-1,5,7
CC1CCN(S(=O)(=O)c2ccc3c(c2)oc(=O)n3CC(=O)NCc2ccc3c(c2)OCO3)CC1,-1,0,2,7,1,6,1,-2,4
CCC(COC(C)=O)Nc1nc2c([nH]1)c(=O)n(C)c(=O)n2C (centres undefined),-3,-4,-4,8,1,3,2,2,1
COc1ccc(Nc2nc(NN)nc(Nc3ccc(OC)cc3)n2)cc1,0,-3,3,13,-6,3,-1,13,15
Cc1ncc(S(=O)(=O)c2ccc(Cl)cc2)c(-c2ccccc2)n1,0,0,-2,6,-1,2,-1,2,5
Cc1ccc(NC(=O)CN(C)C(=O)Cn2nnc(-c3ccccc3C)n2)cc1,.,.,-6,8,.,3,0,3,4
Cc1ccc(C)c2c3c([nH]c12)-c1nonc1CC3,-8,0,-3,1,-2,3,-1,1,-1
O=C(CSc1nnc(-c2ccccc2F)n1CCc1ccccc1)Nc1ccc2[nH]c(=O)[nH]c2c1,0,-4,13,26,-2,6,3,7,3
C(=C\c1cc(/C=C/c2ccccc2)ncn1)/c1ccccc1,0,-4,0,-6,0,0,-3,7,3
CCN1C(=O)/C(=C/C=C2/Sc3ccc4ccccc4c3N2CCO)SC1=S,-35,-13,-47,-34,-25,-22,-62,-18,-24
COc1ccc(-c2cc(C(=O)Nc3cc(C)on3)no2)cc1,3,0,-3,5,0,7,1,-3,8
C#CCOCCOCCOCCNc1nc(N2CCN(C(=O)[C@H]([C@@H](C)CC)n3cc([C@@H](N)Cc4ccc(O)cc4)nn3)CC2)nc(N2CCN(C(=O)[C@H](CCCCN)n3cc([C@@H](N)C(C)CC)nn3)CC2)n1 (some centres undefined),-6,6,5,19,-1,2,0,3,4
Cc1cc(C)nc(N2CCCC(C(=O)NC3CC3)C2)n1 (centres undefined),6,9,-5,19,2,-1,9,2,7
CCN1CCN(c2ccc(S(=O)(=O)N3CCOCC3)cc2NC(=O)c2ccc(Cl)s2)CC1,1,6,2,12,3,2,-3,0,4
O=C(Nc1ccc(Cl)c([N+](=O)[O-])c1)c1cnccn1,2,2,2,40,-1,0,-2,19,-1
COCC(=O)NC(c1ccccc1)c1ccccc1,-3,11,3,5,-1,9,-6,3,4
O=C(CSc1nc2ccccc2o1)N1c2ccccc2Sc2ccc(C(F)(F)F)cc21,-8,6,-3,-6,-4,-2,-4,-4,-2
COc1ccc(C(=O)Nc2ccc3oc(Cc4ccc(Cl)cc4)nc3c2)cc1OC,-23,-16,-14,-8,-14,2,-3,-9,1
Cc1cc(C)cc(Nc2cc(=O)n(C3CCCCC3)c(=O)[nH]2)c1,0,-8,2,15,-2,-3,3,-4,9
COc1cc2c(=O)c(-c3ccc(O)cc3)coc2cc1OC1OC(CO)C(O)C(O)C1O (centres undefined),-9,2,0,2,-2,3,-3,-2,9
Cc1ccc(/C=C/C(=O)N2CCN(S(=O)(=O)/C=C/c3ccccc3)CC2)o1,-6,-5,-2,-27,3,0,5,3,9
CCOC(=O)c1nn(-c2ccc(OCC)cc2)c2nc(CC(C)C)c(C#N)c(=O)n12,-4,-2,0,-2,-2,-2,1,-6,-3
N=C(N=C(N)N)N1CCc2ccccc21,-2,0,-3,1,-5,-1,-4,0,7
O=C(Cn1c2c(sc1=O)C1c3ccccc3OCC1CS2)Nc1ccc(Cl)cc1 (centres undefined),-26,-14,-23,3,-24,-1,-17,-3,3
O=c1c2cc(Br)ccc2nc(-c2ccccc2)n1O,5,-4,-2,10,-1,3,2,-1,14
CC(C)c1ccc(C2NC(C(=O)O)CS2)cc1 (centres undefined),5,-2,5,10,3,6,-7,-2,9
COc1ccccc1NC(=O)C/C(C)=N/NC(=O)COc1c(Br)cc(Br)cc1OC,9,-13,4,4,-1,1,-1,4,0
Cc1ccc(-c2cc(-c3ccccc3Cl)[nH]n2)c(O)c1,-17,-9,25,2,-14,5,2,11,7
CCCN1C2CCCC1CC(NC(=O)NC1CCCCC1)C2 (centres undefined),-1,-7,-4,3,3,-3,3,4,6
O=C(CCCc1nc(-c2ccccc2)no1)NC1CCCCC1,-4,-1,2,-7,-3,8,1,2,3
Cc1ccn2c(C(=O)N/N=C\c3ccccc3[N+](=O)[O-])c(C)nc2c1,5,8,0,26,3,-13,3,7,-6
CCN(Cc1ccc(OC)c(F)c1)C(C)C(=O)Nc1ccc(S(=O)(=O)N2CCCC2)cc1 (centres undefined),-4,.,-3,-5,-5,0,1,2,3
Cc1ccc(NC(=O)Cn2cccc2)cc1,5,7,2,1,7,-1,14,-3,5
CCOc1ccc(N2C(=O)Nc3ccccc3C2(O)C(=O)NCc2ccc(C)cc2)cc1 (centres undefined),0,1,-5,-3,-1,5,2,0,3
COc1ccc(NC(=O)Nc2cccc3c2O[C@H](CN(C)S(=O)(=O)c2ccc(OC)cc2)[C@@H](C)CN([C@H](C)CO)C3=O)cc1,.,.,-3,20,.,8,1,3,8
COCC(=O)Nc1ncc(S(=O)(=O)c2ccc([N+](=O)[O-])cc2)s1,1,-4,6,-5,3,28*,0,3,10
Cc1c(CC(=O)O)c(=O)oc2cc3c(cc12)CCC(C)(C)O3,4,1,10,0,3,0,3,1,12
Cc1cccc(NS(=O)(=O)c2ccc3[nH]c(=O)oc3c2)c1C,.,.,3,5,.,-3,0,68*,12
CCN1CCN(c2cc(C)c3cc(NC(=O)c4cccc(OC)c4)ccc3n2)CC1,5,-12,8,18,0,5,-5,19,5
Nc1nc(NCc2ccco2)nc(N2CCN(Cc3ccccc3)CC2)c1[N+](=O)[O-],48*,-11,5,-6,29*,2,10,3,4
CCOC(=O)c1cnc2ccc(OCC)cc2c1NCc1cccnc1,0,1,1,14,-4,-1,-3,4,4
O=S(=O)(c1ccccc1Br)N1CCN(c2ncccn2)CC1,5,4,-1,-8,2,5,2,6,5
CCOc1ccc(NS(=O)(=O)c2ccc(C(=O)N3CC(C)OC(C)C3)cc2)cc1 (centres undefined),-3,.,-3,13,0,-3,1,29*,6

# An excerpt; count on the stated rates, not on these rows.
